ALOX12 inh: blocks human arachidonate 12S-lipoxygenase; P18054; purified 12hLO, xylenol orange hydroperoxide absorbance; Potency, µM (series often up to 108 µM), inactives show top-dose activity change, negative = inhibition, hits mostly inhibitors; actives 1.1% (n = 580,000); active means well fitted inhibition curve with a large enough effect; inconclusive means small, poorly fitted or top-dose-only effect, or another doubt; inactive means no such curve, though single readings can be large or run the other way; further: potency means the concentration at half of the fitted maximal effect
Target sequence (P18054 whole entry, looked up): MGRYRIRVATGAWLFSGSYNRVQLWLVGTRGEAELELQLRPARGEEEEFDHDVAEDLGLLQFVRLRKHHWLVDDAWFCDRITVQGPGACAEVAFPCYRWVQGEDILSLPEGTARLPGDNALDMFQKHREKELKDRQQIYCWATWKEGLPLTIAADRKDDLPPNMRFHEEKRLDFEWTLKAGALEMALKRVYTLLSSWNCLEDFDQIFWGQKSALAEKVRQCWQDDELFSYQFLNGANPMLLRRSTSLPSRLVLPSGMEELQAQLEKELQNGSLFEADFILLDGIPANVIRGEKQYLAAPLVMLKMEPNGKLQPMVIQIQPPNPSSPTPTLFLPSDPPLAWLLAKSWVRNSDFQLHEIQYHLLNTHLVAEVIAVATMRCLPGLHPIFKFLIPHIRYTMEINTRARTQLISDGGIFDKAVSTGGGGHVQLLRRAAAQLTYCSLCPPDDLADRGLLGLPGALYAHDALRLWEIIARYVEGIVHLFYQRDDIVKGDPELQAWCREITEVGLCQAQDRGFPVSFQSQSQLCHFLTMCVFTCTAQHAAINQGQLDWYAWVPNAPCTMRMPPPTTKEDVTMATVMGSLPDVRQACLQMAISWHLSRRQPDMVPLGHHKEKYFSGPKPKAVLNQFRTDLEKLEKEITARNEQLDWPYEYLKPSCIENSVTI
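Purified human 12hLO at 150 nM in 25 mM Hepes, 0.01% Triton X-100, pH 7.0, preincubated 15 min at room temperature with compound. Reaction started with 40 uM arachidonic acid, 30 min at room temperature. Hydroperoxide measured by Fe-xylenol orange, 573/405 nm absorbance ratio.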
LDHA block: blocks human lactate dehydrogenase A; P00338; purified LDHA, NADH/diaphorase-resazurin fluorescence; stronger effect = lower value; activity change, % (values are at about 110 or 230 µM); actives 0.15% (n = 480,000); in the data active means activity change below about -30%; inconclusive means mostly about -25% to -30%;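 further: plate controls were DMSO wells for no effect and wells without enzyme for full effect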
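Human LDH5 at 2 nM final in Tris HCl pH 7.4 with 0.06 mM NADH and 0.2 mM pyruvate, reacted 5 minutes at room temperature. Remaining NADH coupled via diaphorase/resazurin; resorufin fluorescence read at 0 and 20 minutes, normalized to enzyme-free and DMSO wells.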
* marks the source's active call; other numbers are inactive results; ? = inconclusive; [ ] = remark or other dose. Unless noted, on the % scale 0 is the no-effect control and ±100 the full control effect. The list is partial, so the mix of outcomes need not match the whole.

No.	structure	ALOX12 inh	LDHA block
1	CCN1CCCC1CNCc1ccccc1 (stereo unspecified)	-28%	1
2	O=C1CSC(c2cccc(C(F)(F)F)c2)N1c1ccc(Br)cc1 (stereo unspecified)	?	-1
3	COc1cc(NC(=O)c2ccc3c(c2)NC(=O)CS3)c(OC)cc1Cl	-32%	-1
4	COC(=O)c1cc(-c2ccc(F)cc2)nc2onc(C3CC3)c12	?	0
5	Cc1ccccc1S(=O)(=O)Cc1ccc(C(=O)NCCN2CCCC2)o1	-15%	3
6	CCC(C(=O)NCc1cccc(OC)c1)n1nc(C)n2c(cc3sccc32)c1=O (stereo unspecified)	-3%	-8
7	Cc1ccc(NC(=O)c2nccnc2N)cc1F	38%[activator]	-11
8	COCCN(CC(N)=O)S(=O)(=O)c1cc(F)ccc1C	33%[activator]	1
9	CN1CCN(CC(=O)Nc2cccc(C(=O)Nc3cccc(C(F)(F)F)c3)c2)CC1	0%	-4
10	Cc1noc(C)c1C(=O)Nc1sc2c(c1C(N)=O)CCC(C)C2 (stereo unspecified)	?	-3
11	CCOc1ccc2nc(S(=O)(=O)NC(=O)C3(C)CCN3C(=O)c3c(C)noc3C)sc2c1 (stereo unspecified)	-10%	-15
12	COc1ccc(CNC(=O)c2nc(-c3ccc4[nH]ccc4c3)no2)cc1OC	-26%	12
13	CCOc1ccc(-c2nc(CSCC(=O)NC3CCCC3)c(C)o2)cc1	-7%	5
14	CC(C)C[C@@H]1COc2cc(N3CCSCC3)ccc2S(=O)(=O)N1	34%[activator]	-4
15	Cn1c(=O)c2[nH]c(CN3CCN(C(=O)c4ccco4)CC3)nc2n(C)c1=O	-25%	1
16	CCCCn1c(SCC(=O)NC(C)(C)C)nc2cc(C(=O)OC)ccc2c1=O	1%	0
17	C=CCNC(=O)C(=O)NCc1cccc(OC)c1	4%	4
18	O=C(c1ccc(F)cc1)[C@@H]1[C@@H]2CCCN2[C@]2(C(=O)Nc3ccc(F)cc32)[C@@]12C(=O)Nc1ccccc12	?	0
19	CCOc1ccc(CNc2nc(NCc3ccc(OCC)cc3)n(C(=O)C(C)C)n2)cc1	?	0
20	Clc1ccccc1/C=N/C(/N=C/c1ccccc1Cl)c1ccccc1Cl	44%[activator]	0
21	O=c1oc2ccc(Br)cc2cc1S(=O)(=O)c1ccccc1	7%	11
22	Cc1nc(C)c(-c2csc(Nc3ccccc3C)n2)s1	?	2
23	O=C(COC(=O)c1ccc(Oc2ccccc2)cc1)c1ccccc1	-15%	2
24	Cc1cccc(C)c1N=C1NN=C(c2ccc3c(c2)CC(C)N3S(C)(=O)=O)CS1 (stereo unspecified)	27%	9

Some of these compounds in order of their number in ALOX12 inh, largest number first:
#	structure	ALOX12 inh
17	C=CCNC(=O)C(=O)NCc1cccc(OC)c1	4%
16	CCCCn1c(SCC(=O)NC(C)(C)C)nc2cc(C(=O)OC)ccc2c1=O	1%
15	Cn1c(=O)c2[nH]c(CN3CCN(C(=O)c4ccco4)CC3)nc2n(C)c1=O	-25%

(continued)
No.	structure	ALOX12 inh	LDHA block
25	Cc1ccccc1NC(=O)c1nc(S(C)(=O)=O)ncc1N(Cc1ccco1)Cc1ccco1	-2%	10
26	COCCn1c(N(C)Cc2ccccc2)nc2c1c(=O)n(C)c(=O)n2C	-10%	-2
27	O=c1[nH]c(=O)n(Cc2ccccc2)c2nccc(-c3ccc(F)cc3)c12	2%	5
28	Cc1ccc(C(C(=O)NC2CCCCC2)N(C(=O)c2cnccn2)c2cccs2)cc1 (stereo unspecified)	-15%	3
29	Cc1nc(CN2C(=O)COc3ccc(S(=O)(=O)NC4CCC(C)CC4)cc32)no1 (stereo unspecified)	-6%	2
30	COc1c(C)cc(C(O)c2ncc(-c3cccc(C(F)(F)F)c3)[nH]2)cc1C (stereo unspecified)	-1%	-8
31	CCCCC[C@H](C)N1C[C@H](COCc2ccccc2)Oc2cc(N3CC[C@H](N(C)C)C3)ccc2S1(=O)=O	?	8
32	COc1ccc(-c2nc3ccccc3o2)cc1NC(=O)c1ccccc1Cl	-5%	4
33	CC1CCCCN1CCNC(=O)COCc1cc(-c2cccs2)on1 (stereo unspecified)	13%	10
34	COC(=O)c1cc(CNC(=O)C2Cc3ccccc3S2)ccc1OC (stereo unspecified)	?	9
35	C/C(CC(C)(C)c1ccccc1)=N\N=C(N)N	10%	2
36	COc1ccc(CCNC(=O)CSc2nc(-c3ccccc3C)nc3cc(=O)[nH]n23)cc1OC	2%	2
37	S=C(NCc1ccccc1)N/N=C/c1ccc(OCCOc2ccc(Br)cc2)cc1	-11%	-3
38	COc1ccc(CNC(=O)c2ccc3c(c2)NC(=O)CCS3)cn1	-4%	-5
39	Cc1ccc(F)cc1NC(=O)Cn1cnc2c1c(=O)n(C)c(=O)n2C	31%[activator]	13
40	N#CC1=C(SCc2ccc(C#N)cc2)NC(=O)C(C#N)C12CCCCC2 (stereo unspecified)	-5%	2
41	CCOC(=O)c1c(S(=O)(=O)Nc2cc(OC)ccc2OC)c(C)n(C)c1C	-6%	3
42	c1ccc(C2CCCN2Cc2nnc(-c3ccco3)o2)cc1 (stereo unspecified)	31%	2
43	CCCCCCCOc1ccc(C(N)=O)cc1	-3%	-3
44	COc1cccc(CNc2nc3cc(-c4cccc(C(F)(F)F)c4)sc3c(=O)n2C)c1	-8%	-12
45	O=C(COC(=O)c1cccc(I)c1)c1ccc([N+](=O)[O-])cc1	?	10
46	CC(C)N1CCC(NC(=S)Nc2ccccc2C(F)(F)F)CC1	-43%	-5
47	COc1cccc(CNC(=O)Nc2c(NC3CCCC3)c3ccccc3oc2=O)c1	16%	-10
48	O=C(NCc1ccco1)c1ccc2sc([C@@H]3O[C@H](CO)[C@H](O)[C@H](O)[C@H]3O)nc2c1	?	1

Some of these compounds in order of molecular weight, high to low:
No.	structure	ALOX12 inh	LDHA block
37	S=C(NCc1ccccc1)N/N=C/c1ccc(OCCOc2ccc(Br)cc2)cc1	-11%	-3
41	CCOC(=O)c1c(S(=O)(=O)Nc2cc(OC)ccc2OC)c(C)n(C)c1C	-6%	3
40	N#CC1=C(SCc2ccc(C#N)cc2)NC(=O)C(C#N)C12CCCCC2 (stereo unspecified)	-5%	2
46	CC(C)N1CCC(NC(=S)Nc2ccccc2C(F)(F)F)CC1	-43%	-5

Later entries:
No.	structure	ALOX12 inh	LDHA block
49	Cc1ccc(C(=O)NC23CC4CC(CC(C4)C2)C3)cc1Cl	9%	4
50	CSCCC(C(=O)Nc1c(C)cccc1C)N1CCC(Cc2ccccc2)CC1 (stereo unspecified)	-9%	-2
51	O=c1c(-c2ccccc2)coc2cc(OCCN3CCCCC3)ccc12	-3%	-4
52	O=S(=O)(c1ccc(F)cc1)N1CCN(Cc2ncc(-c3ccc(F)cc3)o2)CC1	-3%	-7
53	O=C(NC1CCCCC1)c1cc(-c2ccc(Cl)cc2)nc2ccccc12	3%	1
54	O=C(CSc1c2c(nc3cc(Cl)ccc13)CCCC2)Nc1nc2ccccc2s1	-4%	2
55	C=C(C)COc1ccc2c(=O)c(Oc3ccc(C(=O)OCCC)cc3)c(C)oc2c1	-10%	-16
56	CCO/C(C)=N/Oc1cc(OC)cc(OC)c1	17%	10
57	Cc1ccccc1CS(=O)Cc1ccc(F)cc1Cl (stereo unspecified)	5%	-7
58	O=C(CCc1ncc(-c2ccccc2)o1)NC12CC3CC(CC(C3)C1)C2	?	4
59	C#CCNC(=O)C[C@@H]1C[C@@]2(C(=O)OCC)CCC=C2N(Cc2ccco2)C1=O	?	2
60	CCCCNC(=O)C[C@@H]1C[C@@]2(C(=O)OC)CCCCC=C2N(Cc2ccc3c(c2)OCO3)C1=O	-4%	1
61	CCOc1ccc(OCC)c(NC(=O)c2nc3ccccc3nc2N2CCCC2)c1	4%	11
62	CCC(CNC(=O)c1cc(=O)c2ccccc2o1)c1ccccc1 (stereo unspecified)	-4%	-20
63	CCCc1sc(C(=O)OCC(=O)NC(=O)NC2CC2)cc1CC	?	7
64	Cc1nn(-c2nc3c(c(=O)n(Cc4ccccc4Cl)c(=O)n3C)n2C)c(C)c1C	29%	-8
65	COc1cc(/C=C2\NC(=O)NC2=O)c(Br)cc1OCc1ccccc1F	2%	5
66	CCCc1nnc2sc(COc3ccccc3OCC)nn12	8%	-2
67	NS(=O)(=O)c1ccc(CCNc2ccn3nc(-c4cccc(C(F)(F)F)c4)cc3n2)cc1	0%	-5
68	CC1(C(=O)NS(=O)(=O)c2ccccc2)CCN1C(=O)Cc1ccccc1 (stereo unspecified)	1%	-12
69	O=C(O)CSCc1ccncc1	?	-2
70	Cc1nc(N)sc1Cc1ccccc1	?	5
71	CCOC(=O)C1=C(C)NC(=O)C1(NC(=O)c1ccccc1Cl)C(F)(F)F (stereo unspecified)	8%	-1
72	CCCNC(=O)N1CCN(c2oc(-c3ccco3)nc2C#N)CC1	6%	0
73	CC(C)Oc1ccccc1/C=C(/C#N)C(=O)Nc1cccc(C(F)(F)F)c1	?	5
74	CC(NC(=O)CSc1nc2c(c(=O)n(C)c(=O)n2C)n1Cc1ccccc1F)c1ccccc1 (stereo unspecified)	?	3
75	O=C(Nc1ccc(Cl)c(C(=O)NC2CCCCC2)c1)c1ccncc1	?	5
76	CCOc1ccc2c(c1)c(C(C)=O)c(C)n2CCc1ccccc1	8%	2
77	CCOc1ccc(Oc2ccc(NC(=O)c3nn(C)c(=O)c4ccccc34)cc2)cc1	?	10
78	Cc1cccc(-c2noc(CSc3n[nH]c(=O)c4cc(-c5ccco5)nn34)n2)c1	?	6
79	c1ccc(CCC2CCNCC2)cc1	20%	3
80	O=S1(=O)CC(N2CCCCC2)CN1Cc1ccc(F)cc1 (stereo unspecified)	?	0
81	CCc1nnsc1C(=O)NC(C)c1ccc(SC)cc1 (stereo unspecified)	5%	0
82	CSc1ccc(OC2(C)CCN(Cc3ccc(C(C)C)cc3)C2)cc1 (stereo unspecified)	?	-2
83	Cn1c(=O)c2c(ncn2CC(=O)Nc2cccc3ccccc23)n(C)c1=O	1%	-5
84	Cc1ccc(CN2C(=O)CN(S(C)(=O)=O)CC2(C)C(=O)NC(C)C)cc1 (stereo unspecified)	-11%	-2
85	O=C(OCCOC(=O)C12CC3CC(CC(Br)(C3)C1)C2)c1ccccc1	-1%	-3
86	N#C/C(=C/c1ccc(OCC(F)(F)F)cc1)c1ccccn1	3%	6
87	NC(=O)c1csc(-c2ccc(CO)o2)n1	10%	-3
88	CCCc1nc2ccc(C(=O)OC)cn2c1Cc1ccc(C)cc1	10µM*	2
89	Cc1cc(C)cc(NC(=O)C2CCN(c3ncnc4c3sc3ncccc34)CC2)c1	-5%	6
90	O=C(CSc1nc2nc[nH]c2c(=O)[nH]1)Nc1ccc(F)cc1F	-14%	-14
91	OC(c1cccc(F)c1)c1ncc(-c2ccc(C(F)(F)F)cc2)[nH]1 (stereo unspecified)	-17%	0
92	COc1cc(Br)c(/C=C(/C#N)C(=O)C(C)(C)C)cc1OC	?	6
93	COc1ccc(-c2cc(NC(=O)c3cccnc3)n(C3CCS(=O)(=O)C3)n2)cc1 (stereo unspecified)	7%	-1
94	COC(=O)C(NC(=O)c1ccccc1Cl)(Nc1nc(C2CC2)cs1)C(F)(F)F (stereo unspecified)	4%	-4
95	Cc1cc(C(=O)COC(=O)c2cc3ccccc3oc2=O)c(C)n1C1CC1	-21%	3
96	O=C(Nc1ccc(F)cc1F)c1ccn(Cn2nnc(-c3ccccc3)n2)n1	?	-5
97	CC(C(=O)Nc1ccc2[nH]c(=O)[nH]c2c1)N(C)Cc1cccc(Cl)c1Cl (stereo unspecified)	?	0
98	O=C(NCC1(N2CCCCC2)CCCCC1)C1CCN(C(=O)c2ccc(F)cc2)CC1	-8%	-3
99	O=S(=O)(c1ccc(-c2csc(NCCc3ccccc3)n2)cc1)N1CCOCC1	?	3
100	CC1(C(=O)NS(=O)(=O)c2ccc(F)cc2F)CCN1C(=O)Cc1cccc2ccccc12 (stereo unspecified)	?	-7
101	CCOC(=O)/C(C#N)=C/c1cc(Cl)c(OCCOc2ccc(C(C)CC)cc2)c(OC)c1 (stereo unspecified)	24%	-6
102	COc1cccc(-c2ccc(-c3noc(-c4ccncc4)n3)c(OC)n2)c1	43%[activator]	1
103	N#Cc1ccc(N)c(Br)c1	1%	-5
104	CCOC(=O)Cn1cc(/C=C2\SC(=O)N(C)C2=O)c2ccccc21	-23%	-12
105	Cc1noc(C)c1S(=O)(=O)NC(=O)C1(C)CCN1C(=O)c1ccccc1CCc1ccccc1 (stereo unspecified)	-32%	3
106	COc1cc(NC(=O)C2CCN(S(=O)(=O)c3ccc(Cl)cc3)CC2)ccc1N1CCCC1=O	-15%	3
107	Cn1cc(-c2cc3n(n2)CCCN3C(=O)CCC(=O)NCCCN2CCCC2)c2ccccc21	?	9
108	Fc1ccc(-c2csc(Nc3cccc4ccccc34)n2)cc1	?	6

Continuation.
No.	structure	ALOX12 inh	LDHA block
109	Cc1ccc(F)cc1-c1nc(NC(C)C)nc2cc(-c3ccccc3)sc12	?	-2
110	O=C(CC12CC3CC(CC(C3)C1)C2)Nc1ccc(C(=O)c2ccccc2)cc1	12%	3
111	CCC(Oc1ccccc1)C(=O)Nc1sc(C(=O)OC)c(C)c1C(=O)OC (stereo unspecified)	33%[activator]	-2
112	CC(=O)c1cccc(-c2ccnc3c2CC(C(=O)Nc2ccc(F)c(Cl)c2)O3)c1 (stereo unspecified)	3%	0

Screens: PubChem BioAssay, National Center for Advancing Translational Sciences (NCATS)
